# From PubChem
# TTR transcr act: activators of transthyretin transcription; AID 1117267; SH-SY5Y TTR promoter Gaussia luciferase, luminescence; 100% = recombinant luciferase protein wells; activation, % at 16.7 µM; actives 1.3% (n = 92,000);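 active means activation above the mean of all tested compounds plus 3 SD, cut at about 9.5% in these data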;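 further: cells exposed to compounds for one day before reading; 0% = median of all test compound wells on the plate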
# Numbers without * were called inactive.
Structure	TTR transcr act
O=C1NC(=O)C2(CCCC2C(=O)O)N1 (configuration not stated)	3.3
CCOc1ccc(S(=O)(=O)NCC(=O)OCc2nnc(-c3ccccc3)o2)cc1	-0.5
COc1cc(C(=O)OCC(=O)NC(=O)c2cccn2C)ccc1OC(F)F	-1.7
CCN(CC)CCNC(=O)C(Cl)=C1C(Cl)=C(Cl)C(Cl)=C1Cl	-3.0
Nc1cccc(-n2nncc2-c2ccccc2)c1	4.8
NC(=O)C1=NOC(CNc2ncc(C(F)(F)F)cc2Cl)C1 (configuration not stated)	1.2
COc1ccccc1S(=O)Cc1ccc(C(=O)O)o1 (configuration not stated)	1.1
O=C(c1cccs1)N(C(=O)c1cccs1)c1ccc(Br)cn1	-4.0
Cc1ccc(NC(=O)c2cc3ccccc3o2)cc1Cl	-1.0
Cc1cccc(NC(=S)NNC(=O)c2csc(C(C)C)c2)c1	-0.8
Cn1c(N)c(C(=O)COC(=O)c2ccc(OC(F)F)cc2)c(=O)n(C)c1=O	1.7
O=C(NC1=NCCS1)C1CC(=O)N(c2ccccc2)C1 (configuration not stated)	-1.6
C=CCn1cc(-c2ccc(Cl)cc2)cc(C#N)c1=O	-0.9
CC(C)CCn1c(=O)c2ccccc2n2c(CN3CCCC3)nnc12	0.0
COc1cc(OC)c(/C=N/n2c(C)nnc2C)c(OC)c1	0.4
CC(=O)Nc1sc(C)c(C)c1C(=O)OCC(=O)Nc1ccc(S(N)(=O)=O)cc1	-0.8
C/C(=N\N=C1\NC(=O)C(CC(=O)NCc2ccccc2)S1)C(C)C (configuration not stated)	-1.1
COc1cc(C(=O)Nc2ccc3c(c2)OCO3)ccc1OCc1c(C)noc1C	-1.5
COC(=O)C1(C(C[N+](=O)[O-])c2ccco2)C(=O)NCC1c1ccccc1 (configuration not stated)	2.4
CCOCCCn1c(SCC(=O)NCc2ccc3c(c2)OCO3)nc2ccccc2c1=O	-2.0
CCC[C@H](CN[C@@H](CNC)[C@H](C)O)NCCc1ccc(OC)cc1	1.4
CN(CCOc1ccccc1)CC(=O)Nc1ccc(S(=O)(=O)N2CCCC2)cc1	-0.9
O=C(COc1ccc(Cl)cc1)NCc1ccccc1	1.4
O=[N+]([O-])c1cc(Cl)ccc1Sc1cccc2cccnc12	1.1
CC(C)CCNC(=O)[C@H]1COC(O)([C@H](Cc2ccccc2)NC(=O)[C@@H](NC(=O)OCc2ccccc2)C(C)C)CN1C (some centres not stated)	1.6
CCC(CC)CN1CCC(CN2C(=O)C(=O)NC[C@@H]2[C@@H](C)CC)CC1	0.2
COc1nc(NCc2cccnc2)nc(NC2CCCCC2)n1	-1.6
COc1cc(SC#N)ccc1N=Cc1c(C)[nH]n(-c2ccc(C)c(C)c2)c1=O	-6.4
CC(C)(C)S(=O)(=O)N1C[C@@H]2CC/C=C\C/C(c3ccccc3)=C\2[C@H]1CCO	-1.0
COc1cc(OC)c2ccc(=O)oc2c1C(CC(=O)N1CCCC1)c1ccc(N(C)C)cc1 (configuration not stated)	-0.6
CCN(C(=O)CSc1nnc(SC)s1)c1c(N)n(Cc2ccccc2)c(=O)[nH]c1=O	-0.1
Cc1cc(NC(=O)NCC(F)(F)F)no1	0.1
O=C(NCc1ccccc1)C1=C[C@H](c2ccc(C(F)(F)F)cc2)C[C@H](OCCCCO)O1	3.0
CCCC1CCC2(CC1)CCC2OC(=O)Nc1cccc(Cl)c1 (configuration not stated)	2.4
CCC(C(=O)NC1CCCC1)n1c(-c2ccccn2)nc2ccccc21 (configuration not stated)	-1.6
CCOC(=O)Cc1nnc(NC(=O)C(CC)Sc2nc(C)cc(=O)[nH]2)s1 (configuration not stated)	6.6
Cc1ccc(-c2nc3ccc(Cl)cn3c2CC2CCCCC2)cc1	-1.6
CCN(CC)C(=O)C[n+]1cccc(/C=N/O)c1	-0.7
CCC(C)NC(=O)c1cc(-c2ccc(OC)cc2)on1 (configuration not stated)	1.2
COc1cc(NC(=O)CSc2nc3ccccc3c(=O)n2C)ccc1NC(=O)c1ccco1	-2.2
COc1ccccc1NS(=O)(=O)c1cccc(C(=O)NN)c1	2.3
CCOC(=O)c1sc(NC(=O)/C=C/c2c(F)cccc2Cl)nc1C	1.0
O=C(COC(=O)c1ccc(S(=O)(=O)N2CCCC2)cc1)NCc1ccc(Cl)cc1	0.5
Cc1nn(CC(=O)NCc2ccccc2F)c(C)c1[N+](=O)[O-]	-0.9
Cc1cc(C(=O)CSc2nnc3ccccn23)c(C)n1-c1ccccc1	-0.9
COC(=O)c1ccccc1NC(=O)CCS(=O)(=O)c1ccc(Br)cc1	0.3
CCNC(=O)COc1ncnc2scc(-c3ccc(F)cc3)c12	0.1
Oc1ccc(CCc2ccccc2)c2cccnc12	-0.9
CCOC(=O)C1C(=O)CC(C)(O)C(C(=O)OCC)C1c1cccc(OC)c1 (configuration not stated)	2.7
COc1ccccc1-n1cnnc1SCC(=O)Nc1ncc(Cl)cc1Cl	1.4
Cn1c(SCC(=O)Nc2ccc(N3CCOCC3)cc2)nnc1-c1ccccc1F	-0.6
COc1ccc(OC)c(NC(=O)Nc2cccc3ccccc23)c1	-0.3
CC(C)(O)c1nnn(-c2ccccc2)c1C(F)(F)F	-0.3
O=c1cc(N2CCN(c3cccc(Cl)c3Cl)CC2)[nH]c(=O)n1C1CCCCC1	0.8
CCOc1ccccc1Oc1c(C)oc2c(CN3CCN(C)CC3)c(O)ccc2c1=O	0.5
COc1ccc(C(=O)Nc2ccccc2C(=O)N(Cc2ccco2)C(C(N)=O)C(C)C)cc1 (configuration not stated)	-2.0
O=[N+]([O-])c1ccccc1-c1ccc(C(=S)N2CCCC2)o1	4.3
COc1ccc(N=c2oc3ccc(OC)cc3cc2-c2nc3ccccc3[nH]2)cc1	1.8
O=S(=O)(Cc1ccc(Cl)cc1)N1CCCC1	-0.7
CCCCn1c2ccccc2c2nnc(SCC(=O)NC3=NN=C(c4ccccc4)CS3)nc21	-0.3

# Continuation:
Structure	TTR transcr act
Cc1cccc(C2c3[nH]c4ccccc4c3CCN2Cc2cccn2-c2ncccn2)c1 (configuration not stated)	3.0
Cc1ccc(C(=O)N/C(=C\c2cccs2)C(=O)NCC2CCCO2)cc1C (configuration not stated)	-1.5
Cc1cc(NC(=O)CSCC(=O)N(C)Cc2cccc(Cl)c2)no1	-0.8
CC(OC(=O)/C=C/c1cccc(C(F)(F)F)c1)C(=O)NC1CCCCC1C (configuration not stated)	-0.8
Clc1cccc(Cc2c(-c3cccc(Br)c3)nc3ccc(Cl)cn23)c1	-1.4
COc1ccccc1N(CC(=O)NC1CCCC1)C(=O)c1csnn1	1.9
O=c1[nH]nc(-c2ccc(F)cc2)cc1Cc1cccs1	1.0
O=C(N/N=C/CCc1ccccc1)c1ccccc1	1.8
COC(=O)c1ccc(OCC(O)CNC2CCCC2)cc1 (configuration not stated)	-1.0
O=C(Nc1ccc(Cl)cc1)c1cc(-c2cccs2)on1	1.0
COc1cc(/C=N/NC(=O)c2ccncc2)ccc1OCc1cnc(Cl)s1	-2.6
OCCCNc1ncnc2[nH]ncc12	3.5
O=c1cc(-c2ccsc2)oc2cc(-c3ccc4c(c3)OCO4)ccc12	7.7
O=C(NCCCN1CCCCCC1)c1ccc2c(Cl)c3c(nc2c1)CCCC3	3.5
CS(=O)(=O)c1ccc(C(=O)Nc2cccc(-c3nc4ccccc4[nH]3)c2)cc1	0.0

# Random excerpt: three records from the list, in no set order.
Structure	TTR transcr act
COC(=O)c1ccc(OCC(O)CNC2CCCC2)cc1 (configuration not stated)	-1.0
OCCCNc1ncnc2[nH]ncc12	3.5
COc1ccccc1N(CC(=O)NC1CCCC1)C(=O)c1csnn1	1.9

# In the list so far, these contain a cyano group.
Structure	TTR transcr act
C=CCn1cc(-c2ccc(Cl)cc2)cc(C#N)c1=O	-0.9
COc1cc(SC#N)ccc1N=Cc1c(C)[nH]n(-c2ccc(C)c(C)c2)c1=O	-6.4

# (more compounds)
Structure	TTR transcr act
COc1cccc(-c2cc3c(c4c2ccn4C)C2CCC3C2)c1 (configuration not stated)	-1.8
COC(=O)c1cc(N2CCNCC2)nc2ccccc12	2.8
CN(C)C(=O)N1CCC(C(=O)NCc2ccc(F)cc2)CC1	-2.4
CCOc1ccc(NC(=O)NCCCn2c(C)nc3cc(C)c(C)cc32)cc1	2.6
Cc1nn(-c2ccccc2C(F)(F)F)c(=O)c2noc(C)c12	-2.2
Cc1ccc(C)c(S(=O)(=O)N2CCN(C(=O)Cn3cnc4c3c(=O)n(C)c(=O)n4C)CC2)c1	0.2
O=S(=O)(c1cnc(Cl)c(Br)c1)N1CCc2ccccc21	-2.1
Cc1cc(C)n(-c2nc(-c3ccc(Cl)cc3)cs2)n1	-0.7
CN(c1ccccc1)S(=O)(=O)c1ccc(-c2ccccc2)cc1	-0.6
COc1cc(CN(C)CC(=O)c2[nH]c(C)c(C(C)=O)c2C)ccc1OC(F)F	-4.1
CC(C)(C)NC(=O)CC1C[C@H](C(=O)N2CCCCC2)[C@@]2(CCc3ccccc3)c3[nH]c4ccccc4c3CCN2C1=O (some centres not stated)	-1.2
COc1ccc2cc(CCN3C(=O)c4ccccc4C3=O)c(=O)[nH]c2c1	2.5
COc1cc(NC2c3ncccc3C(=O)N2Cc2ccco2)cc(OC)c1 (configuration not stated)	-1.4
CCOC(=O)c1ccc[n+]([O-])c1	1.8
CC(=O)N(C(C)=O)c1cccc2c(N(C(C)=O)C(C)=O)cccc12	1.1

# Grouped by structure: the compounds so far containing a COOH group (2)
Structure	TTR transcr act
O=C1NC(=O)C2(CCCC2C(=O)O)N1 (configuration not stated)	3.3
COc1ccccc1S(=O)Cc1ccc(C(=O)O)o1 (configuration not stated)	1.1

# Continuation.
Structure	TTR transcr act
O=C(NCc1ccco1)C1CCN(C(=O)c2ccc(Cl)cc2)CC1	5.7
COc1ccc(-c2sc(C(=O)c3ccc(Cl)cc3Cl)cc2CC(=O)O)cc1	-2.6
Cc1cccc(NC(=O)c2cnc3sccn3c2=O)n1	7.1
O=C1c2ccccc2C(=O)N1CNc1ccccc1	2.2
CC1CCN(C(=O)C2CCC(CNS(=O)(=O)c3ccc4c(c3)C(C)(C)C(=O)N4C)CC2)CC1 (configuration not stated)	-2.1
O=C(NNC(=O)c1cccc(S(=O)(=O)N2CCCCC2)c1)c1ccccc1	-2.0
CCCCCCCN=C(C)c1ccccc1O	8.8
O=C(Nc1ccccc1F)NC1CCCc2ccccc21 (configuration not stated)	-1.5
COc1ccc(OC)c2c(=O)cc(C(=O)O)[nH]c12	4.8
CCOC(=O)c1c(C)oc2ccc(OC(=O)c3cccs3)cc12	-0.9
CC(C)(C)NC(=O)CN1C(=O)NC(c2ccccc2)(c2ccccc2)C1=O	-0.7
O=C(COC(=O)C1CC2CCCC(C1)C2=O)c1cccc(Br)c1 (configuration not stated)	0.3
COc1ccc2c(=O)c3c(=O)n(-c4ccccc4)c(-c4ccco4)nc3oc2c1	-1.9
O=C(NC1=NCCS1)c1cc(-c2ccc(F)cc2)nc2ccccc12	-0.2
O=C(Nc1ccccc1F)c1ccccc1C(=O)Nc1ccccc1F	1.9
C[C@H](CO)N1C[C@H](C)[C@H](CN(C)Cc2ccncc2)Oc2cc(-c3ccccc3F)ccc2S1(=O)=O	-2.0
O=C(/C=C/c1ccccc1)NCCC1=CCCCC1	-0.1
c1ccc(-c2ccncc2)nc1	-4.2
COCCNC(=O)C1(C)CCN(C(=O)c2ccc(F)c(C)c2)C1 (configuration not stated)	-0.4
N#CC1=C2SCCN2C(=O)C(C#N)C12CCCCC2 (configuration not stated)	-1.3
CCN(CC)C(=O)c1[nH]cnc1C(=O)NCc1ccccc1	0.7
Cc1ccc(F)c(CNC(=O)C2CCC(=O)N(CCCN3CCCC3=O)C2)c1F (configuration not stated)	1.7
CCCCOCCCNC(=O)C[C@H]1C[C@@]2(C(=O)OC)C(=C[C@H](C(C)(C)C)O[C@@H]2C)N(CCc2ccc(OC)c(OC)c2)C1=O	15*
CCOc1ccnc2c1c(=O)n(Cc1cc(OC)cc(OC)c1)c(=O)n2C	-0.7
CCn1c(SCc2ccc(C)cc2)nnc1-c1cnccn1	-0.5
Cc1cc(C)nc(SCc2nnc(SCc3ccc([N+](=O)[O-])cc3)n2Cc2ccco2)n1	-0.5
CCCCn1nnnc1C1(C)CCC(=O)N1CCc1ccc(O)cc1 (configuration not stated)	1.6
Cc1noc(C)c1CSc1nnc(-c2cc(Cl)ccc2Cl)n1N	1.4
COc1ccc(CNC(=O)CN2C(=O)CC(c3ccccc3)=Nc3ccccc32)cc1	-0.7
O=C(NCc1ccco1)c1ccc(CNc2c(N3CCCCC3)c(=O)c2=O)cc1	-0.8
CCOc1ccc(N(CC(=O)NC(C)CC)S(C)(=O)=O)cc1 (configuration not stated)	-1.4
CN1CCN(c2nc(NCc3ccco3)nc(N)c2[N+](=O)[O-])CC1	4.6
Cn1ncc(Br)c1C(=O)O	-0.1
CCCCN1CC(O)=C(c2nc(-c3ccc(Br)cc3)cs2)C1=N	-1.9
O=C(COC(=O)CCOc1ccccc1)NCc1ccco1	0.6
O=C(CS(=O)CC(=O)N(CC(=O)NC1CCCC1)C1CCCC1)Nc1ccc(F)cc1 (configuration not stated)	2.9
Cc1cccc(NC(=O)C2CCN(S(=O)(=O)c3ccc4c(c3)C(C)(C)C(=O)N4C)CC2)c1C	3.6
Cc1ccc(CN2CCc3[nH]c(=O)[nH]c(=O)c3C2)cc1	0.5
CN1[C@@H](COCc2ccccc2)C=CS1(=O)=O	-0.3
COC(=O)[C@]12C[C@H](CC(=O)NCCCN3CCCC3=O)C(=O)N(CCc3ccc(OC)c(OC)c3)C1=C[C@H](C(C)C)O[C@@H]2C1CC1	0.2
CCn1c(=S)sc2c(=O)n(-c3ccccc3)c(SC)nc21	-2.3

# The list is partial. The share of hits here may be higher or lower than overall.
